KCNQ2 inh – KCNQ2 potassium channel inhibitors, primary screen, cell-based, CHO-K1, FluxOR thallium flux, B-score (AID 2156). Potassium voltage-gated channel subfamily KQT member 2 (Rattus norvegicus), O88943. 20 min; active compounds read low. B-score at 10 µM. hit rate 1.1% among 310,000;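 active means fluorescence ratio B-score at most minus 3 library SDs, with starting brightness B-score within 2 library SDs, cut at about -5.5 in these data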
Target sequence (O88943 whole entry, looked up): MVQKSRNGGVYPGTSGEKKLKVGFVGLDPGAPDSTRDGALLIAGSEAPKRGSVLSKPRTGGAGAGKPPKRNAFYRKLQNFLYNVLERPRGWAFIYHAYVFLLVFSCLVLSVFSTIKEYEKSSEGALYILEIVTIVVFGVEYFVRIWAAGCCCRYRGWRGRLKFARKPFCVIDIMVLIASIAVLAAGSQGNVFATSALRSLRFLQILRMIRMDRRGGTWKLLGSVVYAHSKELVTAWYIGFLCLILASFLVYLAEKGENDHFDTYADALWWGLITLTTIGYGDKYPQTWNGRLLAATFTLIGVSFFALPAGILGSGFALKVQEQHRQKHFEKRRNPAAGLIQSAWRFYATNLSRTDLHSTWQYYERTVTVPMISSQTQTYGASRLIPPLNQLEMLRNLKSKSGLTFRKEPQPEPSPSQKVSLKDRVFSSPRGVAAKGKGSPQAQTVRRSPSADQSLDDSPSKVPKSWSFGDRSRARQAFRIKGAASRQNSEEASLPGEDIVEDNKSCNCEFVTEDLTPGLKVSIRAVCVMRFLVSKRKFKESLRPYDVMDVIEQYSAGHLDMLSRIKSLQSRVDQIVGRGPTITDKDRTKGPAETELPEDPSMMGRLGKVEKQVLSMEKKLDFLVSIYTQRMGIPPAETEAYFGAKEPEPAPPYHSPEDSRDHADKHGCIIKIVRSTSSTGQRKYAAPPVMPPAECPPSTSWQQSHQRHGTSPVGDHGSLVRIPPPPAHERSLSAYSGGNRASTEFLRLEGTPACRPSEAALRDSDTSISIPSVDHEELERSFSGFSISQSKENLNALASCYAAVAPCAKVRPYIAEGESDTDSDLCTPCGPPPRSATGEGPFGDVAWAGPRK
CHT block – inhibitors of human choline transporter CHT. B-score at 10 µM. CHT-expressing cells, membrane potential dye, choline response; active compounds read low. hit rate 0.86% among 310,000. High affinity choline transporter 1 (Homo sapiens), Q9GZV3;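 active means B-score over 3 SD under the library average, and starting fluorescence ratio not unusually high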;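 further: choline stimulus applied at its EC90 after an EC20 pre-addition; B-score computed on integrated fluorescence ratio after choline addition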
Kir21 inh – inhibitors of mouse Kir2.1 inward-rectifier potassium channel; Inward rectifier potassium channel 2 (Mus musculus), P35561; HEK293-Kir2.1, FluxOR thallium flux fluorescence; active compounds read low; B-score at 10 µM; hit rate 0.85% among 310,000;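 active means fluorescence ratio B-score at or below minus 3 SD of library scores, with starting-brightness B-score within 2 SD, cut at about -4.2 in these data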;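 further: channel flux triggered by added potassium and thallium sulfate stimulus; B-score of peak minus minimum fluorescence over baseline after thallium stimulus; more negative B-score means stronger Kir2.1 block with less thallium influx; some compounds called inactive have numbers as strong as hits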
* = called active by the depositor; i = inactive. Rows are unselected (roughly 2.6% active in at least one column).

The opening 2 records, ahead of the listing:
KCNQ2 inh,CHT block,Kir21 inh,canonical_smiles
i,i,-0.44,CN(C)S(=O)(=O)N1CCC(Oc2ccc(C(=O)NC3CCOC(C)(C)C3)cc2)CC1 (stereo not given)
i,i,-0.01,COc1ccc2c(c1OC)C(=O)N(c1nc(SC)n[nH]1)C2=O

The listing, previewed entries included:
KCNQ2 inh,CHT block,Kir21 inh,canonical_smiles
i,i,-0.44,CN(C)S(=O)(=O)N1CCC(Oc2ccc(C(=O)NC3CCOC(C)(C)C3)cc2)CC1 (stereo not given)
i,i,-0.01,COc1ccc2c(c1OC)C(=O)N(c1nc(SC)n[nH]1)C2=O
i,i,-0.7,CCn1c(SCC(=O)Nc2ccc(C(=O)OC)cc2)nc2cccnc21
i,i,-0.26,CC(=O)N/C(=C\c1ccccc1)C(=O)OCc1ccc(F)cc1
i,i,2.43,CN(Cc1ccco1)C(=O)C1CCCN(c2ncnc3c2nc2n3CCCCC2)C1 (stereo not given)
i,i,-0.7,CCOc1ccc(-c2nnn(CC(=O)Nc3cc(OC)cc(OC)c3)n2)cc1OCC
i,i,0.19,Cc1ccccc1N(CC(=O)NCC1CCCO1)C(=O)CNS(=O)(=O)c1ccc(F)cc1 (stereo not given)
i,i,-5.28*,COc1ccccc1C(CCN(Cc1ccccc1)C(C)=O)c1ccco1 (stereo not given)
i,i,0.47,COC(=O)c1ccccc1S(=O)(=O)Oc1ccc(-c2ccc(C(=O)O)cc2)cc1
i,i,0.71,O=C(O/N=C1\C(=O)N(c2ccccc2)c2ccccc21)C1CC1
i,i,1.19,COc1cc(C(C)=O)ccc1OCC(=O)c1cc(C)n(C2CC2)c1C
i,i,2.41,CNC(=O)c1ccccc1-c1ccccc1
i,i,0.18,c1ccc(-n2c(-c3ccncc3)nnc2-c2ccco2)cc1
i,i,0.64,CCOC(=O)c1cc(-c2ccccc2)sc1N
i,i,2.29,CC(=O)Nc1ccc(NC(=O)Nc2cccc(C)c2C)cc1
i,i,0.55,Cc1cc(C)cc(NS(=O)(=O)c2cc3[nH]c(=O)c(=O)[nH]c3cc2C)c1
i,i,-0.84,Cc1ccc(C(=O)c2oc3ccc(Cl)cc3c2NC(=O)CN2CCN(C)CC2)cc1
i,i,1.84,Fc1ccccc1CNCc1ccc2c(c1)OCO2
i,i,1.22,Cc1ccnc(NS(=O)(=O)c2cc(-c3cc(C)no3)ccc2C(C)C)c1
i,i,-0.07,COc1cc2nc(CN3CCOCC3)n(CC(=O)N3CCCCCC3)c(=O)c2cc1OC
i,i,-1.09,COc1cc(C(c2sc3nc(C)nn3c2O)N2CC(C)CC(C)C2)cc(OC)c1OC (stereo not given)
i,i,0.26,O=C(CSc1nc2ccccc2n1S(=O)(=O)c1ccccc1)N1CCCC1
i,i,-0.7,CC1(C)C2CCC1(CS(=O)(=O)NCCc1c[nH]c3ccccc13)C(=O)C2 (stereo not given)
i,i,0.02,Cc1cccc(Oc2nc(-c3cccc([N+](=O)[O-])c3)nc3ccccc23)c1C

Given field by field: 3 of the compounds above.
Cc1ccc(C(=O)c2oc3ccc(Cl)cc3c2NC(=O)CN2CCN(C)CC2)cc1
  KCNQ2 inh: i	CHT block: i	Kir21 inh: -0.84
Fc1ccccc1CNCc1ccc2c(c1)OCO2
  KCNQ2 inh: i	CHT block: i	Kir21 inh: 1.84
Cc1ccnc(NS(=O)(=O)c2cc(-c3cc(C)no3)ccc2C(C)C)c1
  KCNQ2 inh: i	CHT block: i	Kir21 inh: 1.22

(further entries)
KCNQ2 inh,CHT block,Kir21 inh,canonical_smiles
i,i,-0.62,NC(=O)CC(NC(=O)Cc1cccc2ccccc12)c1ccc(N2CCCCCCC2)c([N+](=O)[O-])c1 (stereo not given)
i,i,2.21,Cn1ccnc1Sc1nc2c(c(=O)n(C)c(=O)n2C)n1C
i,i,0.94,CCC(=O)N1CCc2cc(S(=O)(=O)NC(C(=O)NC(C)c3ccccc3)C(C)C)ccc21 (stereo not given)
i,i,2.86,Cc1ccc(/C=N/NC(=O)CNC(=O)COc2ccc(Cl)cc2)o1
i,i,0.04,Cc1c(Cl)c([N+](=O)[O-])nn1CC(=O)NC1CCCCC1
i,i,-1.31,COc1cc(/C=N/c2oc(C)c(C)c2C#N)cc(Br)c1O
i,i,0.95,O=C(NC1CCCCC1)C(c1ccc(F)cc1)N(C(=O)c1csnn1)C1CC1 (stereo not given)
i,i,0.06,O=C(Cc1csc(-c2ccccc2)n1)NCc1ccc(F)cc1
i,i,0.02,Cc1ccc(-n2nnnc2SCc2nnc(-c3ccccc3Br)o2)cc1
i,i,-0.8,Cc1nnc(SCc2ccc(C(=O)O)cc2)s1
i,i,0.1,Fc1cccc(Cn2cc(C(=S)N3CCOCC3)c3ccccc32)c1
i,i,-2.08,Cc1ccccc1NS(=O)(=O)c1ccc(C(=O)OCC(=O)NCC(C)C)cc1
i,i,1.07,COc1ccc(NC(=O)Cn2ncc(Cl)c(Cl)c2=O)cc1S(=O)(=O)N1CCOCC1
i,i,-0.8,COc1cccc(CN(CC(=O)NC2CCCC2)C(=O)Cn2nnc(-c3cccs3)n2)c1
i,i,0.51,COC(=O)c1cc(OC)c(OC)cc1NC(=O)c1ccc(C)o1
i,i,-0.52,COc1ccc(S(=O)(=O)NCCSCc2ccco2)cc1

Reprinted at random: 5 compounds from above, in no set order.
KCNQ2 inh,CHT block,Kir21 inh,canonical_smiles
i,i,-0.8,COc1cccc(CN(CC(=O)NC2CCCC2)C(=O)Cn2nnc(-c3cccs3)n2)c1
i,i,1.07,COc1ccc(NC(=O)Cn2ncc(Cl)c(Cl)c2=O)cc1S(=O)(=O)N1CCOCC1
i,i,0.1,Fc1cccc(Cn2cc(C(=S)N3CCOCC3)c3ccccc32)c1
i,i,0.51,COC(=O)c1cc(OC)c(OC)cc1NC(=O)c1ccc(C)o1
i,i,-0.8,Cc1nnc(SCc2ccc(C(=O)O)cc2)s1

Following part
KCNQ2 inh,CHT block,Kir21 inh,canonical_smiles
i,i,-3.46,CC(=NCc1ccco1)c1c(C(F)(F)F)[nH]n(-c2nc3ccccc3s2)c1=O
i,i,-2.61,O=C(c1cccc(S(=O)(=O)N2CCOCC2)c1)N(CCO)Cc1ccccc1
i,i,-1.41,Cn1c(SC2C(=O)CC(C)(C)CC2=O)nnc1-c1ccco1
i,i,0.13,Cc1oc2cc(O)ccc2c(=O)c1Oc1ccc2ccccc2c1
i,i,-0.91,CC1=C(C(=O)NCc2ccccc2)C(c2ccccc2OCC(N)=O)NC(=O)N1 (stereo not given)
i,i,0.04,Cc1cc(OCC(=O)NCCCn2ccnc2)c2c(C)cc(=O)oc2c1
i,i,-0.72,O=C(N/N=C/c1cccc(OCC(=O)N2CCCC2)c1)C(=O)Nc1ccccc1F
i,i,-0.17,Cc1ccc2c(c1)c(C)c(C)n2CC(O)CN1CCCCC1C (stereo not given)
i,i,0.08,Cc1ccc(C(NC(=O)/C=C\c2ccc3c(c2)OCO3)C(=O)Nc2ccc3c(c2)OCO3)cc1 (stereo not given)
i,i,-1.02,COC(=O)CCCNc1ncccc1[N+](=O)[O-]
i,i,-1.65,CCc1nn(CC(=O)NCCCN(CC)CC)c(=O)c2cc3sc(C)cc3n12
i,i,0.16,CCn1c(SCC(=O)Nc2ncc(C(F)(F)F)cc2Cl)nnc1-c1ccccc1
i,i,-2.2,CC(C)N(C(=O)CO/N=C/c1cccc([N+](=O)[O-])c1)C(C)C
i,i,-0.67,NS(=O)(=O)c1ccc(CCNC(=O)[C@@H]2CCCN2S(=O)(=O)c2ccccc2F)cc1
i,i,1.52,O=C(NCCc1cccnc1)c1cc(COc2ccc(F)cc2Cl)on1
i,i,0.89,Nn1c(SCc2ccccc2F)nnc1-c1ccncc1
i,i,-0.88,Cc1c(S(=O)(=O)NC2CCCCCC2)c(=O)n(C)c(=O)n1C
i,i,0.08,COc1cc2c(cc1OC)C1(CCCCC1)CN(C)C2
i,i,-1.93,CCOC(=O)c1c(-c2ccccc2)csc1NC(=O)c1cccc(N2C(=O)CCC2=O)c1
i,i,-0.06,COC(=O)[C@H](Cc1ccccc1)NC(=O)NCCC1=CCCCC1
i,i,1.01,Cc1cc(F)ccc1NCc1ccccc1[N+](=O)[O-]
i,i,1.27,COc1ccccc1CNC(=O)c1ccc2c(=O)n(CC3CCCO3)c(=S)[nH]c2c1 (stereo not given)
i,i,-0.28,O=c1c(Cl)c(N2CCNCC2)cnn1C12CC3CC(CC(C3)C1)C2
i,i,-0.05,COc1ccc(-c2ccnc(SCC(=O)N3CCN(c4ccccc4)CC3)n2)cc1
i,i,0.02,COc1cc(NC(=O)CCn2c(=O)[nH]c3ccsc3c2=O)cc(OC)c1
i,i,0.95,CC(=O)NC1=NC(=O)C(C)S1 (stereo not given)
i,i,-0.73,CCN(CC)CCN1CCn2c3c(c4cc(C)ccc42)CCCC31 (stereo not given)
i,i,-0.78,O=C(O)c1ccc(Nc2ncc([N+](=O)[O-])cc2[N+](=O)[O-])cc1
i,i,-0.23,Cc1cccc(OCC(=O)NCC(c2cccs2)N2CCOCC2)c1 (stereo not given)
i,i,0.78,CC(C)(C)n1nc2c(c1NC(=O)Cc1ccc(Cl)cc1)CS(=O)(=O)C2
i,i,0,CC1CC(C)CN(S(=O)(=O)N2CCC(C(=O)NCCC3=CCCCC3)CC2)C1 (stereo not given)
i,i,-0.94,O=C(Cn1nnc2ccccc21)Nc1ccc([N+](=O)[O-])cc1
i,i,1.18,COc1ccc(C(=O)NNC(=O)c2ccncc2)cc1
i,i,0.41,CC1C2C(c3ccccc3)N(C)C(=O)N(C)C2N(C)C(=O)N1C (stereo not given)
i,i,1.67,CCn1nc(C)cc1C(=O)N1CCCC(N2CCN(c3ccccc3OC)CC2)C1 (stereo not given)
i,i,1.68,CCN(CC)S(=O)(=O)c1ccc(C)c(NC(=O)COc2ccc(Br)cc2Cl)c1
i,i,-0.43,CCOC(=O)[C@@H]1[C@H]2COc3ccccc3[C@@H]2N2C(=O)N(c3cccc(C)c3)C(=O)[C@]12C
i,i,-1.72,CCN(C(=O)COc1ccccc1)C1CCCCC1
i,i,-1.2,Cc1ccc(Cn2nnnc2CN2CCC(c3nc4ccc(Cl)cc4[nH]3)CC2)cc1
-5.82*,i,-1.63,Cc1cccc(COCC(Cc2ccccc2)N2CCN(C(=O)c3cccc(C)c3)CCC2=O)c1 (stereo not given)
i,i,0,O=S(=O)(NCCC1=CCCCC1)c1ccc(F)cc1
i,i,1.55,CCN(CC)c1ccc(NC(=O)c2cccc(F)c2)c(C)c1
i,i,1.3,NS(=O)(=O)c1ccc(CNC(=O)CCSCCC(=O)NCc2ccc(S(N)(=O)=O)cc2)cc1
i,i,-1.25,O=C(Nc1c2c(nn1-c1ccc([N+](=O)[O-])cc1)CS(=O)(=O)C2)c1cccs1
i,i,1.48,Cc1csc(=O)n1CCC(=O)OCC(=O)NCc1ccc(F)cc1
i,i,-0.62,CN(CC(=O)Nc1ccccc1Cl)CC(=O)Nc1ccccc1[N+](=O)[O-]
i,i,0.61,O=C(O)CCC(=O)Nc1cccc(C(=O)Nc2cccc(Cl)c2)c1
i,i,1.5,COc1ccc(NC(=O)c2ccc(-n3cncn3)c([N+](=O)[O-])c2)cc1
i,i,1.58,O=C(O)CSc1nnc(-c2cccc(S(=O)(=O)N3CCOCC3)c2)n1-c1cccc(Cl)c1
i,i,1.47,Cc1ccccc1N=C(NOCc1ccc(Cl)cc1Cl)c1nonc1N
i,i,-1.85,Cc1ccc(CN2C(=O)C(CC(C)C)Nc3ncnc(N4CCN(c5ccccn5)CC4)c32)cc1 (stereo not given)
i,i,-0.03,O=C(CSCc1cccs1)N1CCCC1
i,i,-2.52,Oc1ccc(-n2nnnc2SCc2ccccc2Br)cc1
-5.75*,i,-1.57,CC(=O)c1cnc2c(-c3ccc(Cl)cc3)c(C)nn2c1C
i,i,-1.98,CCN(CC)C(=O)CSc1nc2cc3c(cc2c(=O)n1Cc1ccc(OC)cc1)OCO3
i,i,-1.36,CC1(c2ccccc2)CC2CC(c3ccccc3)N1O2 (stereo not given)

Later entries.
KCNQ2 inh,CHT block,Kir21 inh,canonical_smiles
i,i,-0.58,O=C(COC(=O)c1cccnc1Cl)NCCC1=CCCCC1
i,i,0.58,COc1cc(OC)c(NC(=S)NCc2ccccc2)cc1Cl
i,i,0.02,Cc1ccc2nc(NCc3ccccc3)c(C#N)cc2c1
i,i,-0.58,Cc1ccc(-n2nnnc2SCC(=O)NC(C(=O)O)(c2ccccc2)c2ccccc2)cc1C
i,i,-0.33,O=C(CC1C(=O)N(Cc2ccccc2)C(=S)N1CCN1CCOCC1)Nc1ccc(F)cc1 (stereo not given)
i,i,-0.87,O=C(O)c1ccc(N2CCOCC2)c(N2C(=O)C3C4C=CC(C4)C3C2=O)c1 (stereo not given)
i,i,-1.18,O=C(NC1CCCC1)C(c1ccccn1)N(C(=O)c1csnn1)c1ccccc1Cl (stereo not given)
i,i,-0.94,C=CCNc1nc2c(c(=O)n(C)c(=O)n2C)n1CC(=C)C
i,i,-0.45,CC(=O)N(C1=C(N)C(=O)c2ccccc2C1=O)C(C)C

Assay outcomes as filed in PubChem BioAssay.
